Source: PubChem BioAssay (several laboratories)
HTR5A ag: counter-screen for OPRM1-OPRD1 agonists: human HTR5A agonism | P47898 | HTR5A agonist assay, luminescence, cell-based | activation, % at 9.3 µM | hit rate 0.61% among 340,000; in the data active = activation mostly above about 9.5%, no sharp cut-off; inactive = mostly below about 7.6%;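 also: 0% = cells with vehicle only and 100% = reference agonist; strong numbers were not always called active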
Target sequence (P47898 whole entry, looked up): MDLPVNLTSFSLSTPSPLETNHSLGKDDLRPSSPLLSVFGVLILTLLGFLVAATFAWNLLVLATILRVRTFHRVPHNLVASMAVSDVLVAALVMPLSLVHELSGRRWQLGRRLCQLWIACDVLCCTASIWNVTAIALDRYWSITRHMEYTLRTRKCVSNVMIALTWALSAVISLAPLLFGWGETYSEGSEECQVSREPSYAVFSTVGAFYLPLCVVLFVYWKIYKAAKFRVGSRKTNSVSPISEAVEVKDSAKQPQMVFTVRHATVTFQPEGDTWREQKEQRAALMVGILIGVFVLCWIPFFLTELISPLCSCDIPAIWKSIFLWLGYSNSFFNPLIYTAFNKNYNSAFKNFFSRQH
C-LANA FP: inhibitors of KSHV LANA C-terminal domain DNA binding; hit rate 0.078% among 340,000; AID 504423; inhibition, % at 9 µM; MBP-C-LANA/FAM-LBS DNA binding, fluorescence polarization;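 active = highest replicate inhibition at or above 60% at 9 µM, even if other replicates fall short; inactive = all replicates below 60% inhibition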;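 also: 0% = neutral control wells and 100% = 4 µM acridine orange control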
OPRM1-OPRD1 inv: mu-delta opioid heterodimer inverse agonism | AID 504357 | P35372+P41143 | cell-based MOR-DOR heterodimer luminescence | hit rate 0.21% among 340,000 | inhibition, % at 9.3 µM; in the data active = inhibition above about 22%, passing the limit was not always enough;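 also: 0% = cells with DMSO and 100% = wells without cells with DMSO; values of inactives mirror those of a sister screen read the other way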
RTF Ca sens act: cardiac RTF calcium sensitization. P19429+P45379. IANBD-labeled TnC RTF fluorescence at EC20 calcium; 0% EC20 calcium, 100% full calcium. activation, % at 7.2 µM. hit rate 0.24% among 340,000. AID 493008;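 active = activation above the mean over all tested compounds plus 3 SD, cut at about 30% in these data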;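 also: rise in fluorescence read as greater calcium sensitivity of cardiac thin filaments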
CAL-PDZ inh HTS: inhibitors of human CAL PDZ peptide binding | hit rate 0.92% among 300,000 | inhibition, % at 24.9 µM | purified CAL PDZ, TMR-peptide fluorescence polarization, 1 h;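 active = mean inhibition of at least 30% with at least half of replicates also reaching 30%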;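 also: 0% = DMSO neutral control and 100% = excess unlabeled competitor peptide PRC23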
HTR5A inv ctr: counter-screen for OPRM1-OPRD1 inverse agonists: human HTR5A inverse agonism; inhibition, % at 9.3 µM; hit rate 0.083% among 340,000; AID 504634; HTR5A cell line, luminescence; in the data active = inhibition mostly above about 23%, no sharp cut-off; inactive = mostly below about 18%;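 also: 0% = cells with DMSO and 100% = no-cell wells with DMSO; some compounds called inactive have numbers as strong as hits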
MOR-DOR ag: OPRM1-OPRD1 heterodimerization agonism; P35372+P41143; cells, luminescence; activation, % at 9.3 µM; hit rate 0.3% among 340,000; AID 504326; in the data active = activation above about 18%;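 also: 0% = vehicle-treated cells and 100% = reference agonist; values of inactives mirror those of a sister screen read the other way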
Keap1-Nrf2 PPI: Keap1-Nrf2 (human) interaction inhibition. Q14145. Keap1 Kelch-Nrf2 peptide fluorescence polarization, 1536-well. inhibition, % at 9.4 µM. hit rate 0.15% among 340,000. AID 504523; in the data active = inhibition above about 12%;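 also: human Keap1 Kelch domain with fluorescein labeled Nrf2 9mer peptide probe; 0% = neutral control wells and 100% = peptide positive control; higher means more block of Keap1 binding to Nrf2 peptide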
Target sequence (Q14145 whole entry, looked up, the tested form may be a part): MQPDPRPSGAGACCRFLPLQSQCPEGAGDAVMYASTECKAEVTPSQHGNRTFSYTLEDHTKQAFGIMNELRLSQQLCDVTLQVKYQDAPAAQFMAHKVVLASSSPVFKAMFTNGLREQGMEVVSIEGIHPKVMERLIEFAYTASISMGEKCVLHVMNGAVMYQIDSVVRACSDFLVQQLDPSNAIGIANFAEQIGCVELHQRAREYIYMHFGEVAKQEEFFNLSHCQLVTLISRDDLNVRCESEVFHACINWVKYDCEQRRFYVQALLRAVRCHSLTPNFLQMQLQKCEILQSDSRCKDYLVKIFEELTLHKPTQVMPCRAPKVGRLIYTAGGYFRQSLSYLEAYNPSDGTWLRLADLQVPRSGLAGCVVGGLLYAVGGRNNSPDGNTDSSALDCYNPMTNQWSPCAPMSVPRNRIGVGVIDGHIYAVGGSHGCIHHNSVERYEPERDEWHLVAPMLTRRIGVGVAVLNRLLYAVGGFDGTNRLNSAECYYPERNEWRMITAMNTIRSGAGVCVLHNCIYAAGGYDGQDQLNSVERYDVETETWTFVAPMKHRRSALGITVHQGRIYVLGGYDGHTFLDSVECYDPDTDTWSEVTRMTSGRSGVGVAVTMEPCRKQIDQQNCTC
RTF Ca sens inh: cardiac RTF calcium desensitization | P19429+P45379 | IANBD-labeled cardiac RTF, Ca2+ fluorescence | inhibition, % at 7.15 µM | hit rate 0.12% among 340,000;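 active = inhibition above the mean inhibition of all tested compounds plus 3 SD, cut at about 17% in these data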;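 also: assay run at fixed EC70 calcium of 1.6 mM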
V-ATPase pH: regulators of yeast V-ATPase proton transport; S. cerevisiae, pHLuorin cytosolic pH fluorescence; response, % at 10 µM; hit rate 0.37% among 350,000; AID 504577; in the data active = response mostly above about 7.3%, no sharp cut-off; inactive = mostly below about 5.4%; also: actives read high; inactives centre near 0; some compounds called inactive have numbers as strong as hits; reference of the scale not given here
Active calls of the source: *; nt = not tested or not shown.

Each structure is followed by: HTR5A ag	C-LANA FP	OPRM1-OPRD1 inv	RTF Ca sens act	CAL-PDZ inh HTS	HTR5A inv ctr	MOR-DOR ag	Keap1-Nrf2 PPI	RTF Ca sens inh	V-ATPase pH
- COc1cccc(CN2CCN(Cc3nc4c(s3)CCCC4)CC2CCO)c1 (configuration not stated)
 : 4	0.2	14	5	3	-11	-2.7	1	-13	-3
- Cc1ccccc1-n1nnnc1SCC(=O)NCC1CCCO1 (configuration not stated)
 : 1	0.1	6	-5	3	-2	-1.1	2	-2	0
- O=c1c(Oc2ccccc2Br)c(C(F)(F)F)oc2c(CN3CCCC3)c(O)ccc12
 : -2	-0.3	5	0	-5	7	-0.9	6	-2	-1
- COc1ccc(OC)c(NC(=O)CCN2CCN(c3ccccc3F)CC2)c1
 : -2	1.3	6	1	1	-11	-1.0	1	7	-1
- CCCC(=O)Nc1ccc2c(c1)nc(CN1CCCCC1)n2C
 : 5	-0.4	-2	2	-4	-14	0.5	-3	-4	-5
- O=C(CCCCO)c1ccc(O)c(Cl)c1
 : 3	-0.9	3	0	-2	7	-0.6	0	-18	1
- CCCc1nc2ccc(NC(=O)c3cccs3)cc2c(=O)n1Cc1ccc(Cl)cc1
 : 4	2.1	5	-7	-4	-9	-1.0	6	0	-1
- O=c1nc(/C=C/c2ccc(O)c(O)c2)oc2ccccc12
 : 0	1.8	7	8	3	0	-1.4	3	-4	-5
- CCOC(=O)C1(c2csc(N)n2)COC(=O)C1 (configuration not stated)
 : 0	-0.3	4	0	-5	9	-0.8	-6	-20	-5
- COc1cc2c(cc1OC)C(=O)CCC2
 : 1	-1.6	12	-1	-2	-5	-2.4	-4	-2	2
- Cc1cc(C)c2nc(N3CCCC(C(=O)NCCCN4CCOCC4)C3)sc2c1 (configuration not stated)
 : 0	1.5	-5	3	4	-1	0.9	-3	-21	-1
- O=C(COC(=O)c1ccc(Cl)c(S(=O)(=O)N2CCc3ccccc3C2)c1)Nc1ncc(Cl)cc1Cl
 : -1	0.3	14	-1	-6	2	-2.3	-5	-24	-2
- O=C(c1ccc(F)cc1)N1CCN(c2cc(N3CCCCC3)c(F)cc2[N+](=O)[O-])CC1
 : 5	2.5	-22	9	-2	13	4.0	-3	-3	10
- CC(O)(c1ccc(Cl)cc1)C(c1ccccc1)c1ccccn1 (configuration not stated)
 : 1	0.7	-45	-1	-2	-4	9.2	-3	-3	-3
- Nc1ncnc2nc(SCC(=O)Nc3ccccc3F)[nH]c12
 : -3	1.9	-3	-1	nt	-15	0.3	1	-8	-1
- CCc1nc(Nc2cccc(O)c2)c2oc3ccccc3c2n1
 : 6	1.6	-29	-10	-28	-22	5.0	-5	-1	2
- O=C(Cc1ccccc1)Nc1nnc(-c2cccc([N+](=O)[O-])c2)s1
 : 4	-1.7	-28	-3	-5	4	4.1	-1	0	-8
- Cc1nn(-c2ccccc2)c(C)c1C(=O)OC(C)C(=O)NC1CCCCC1 (configuration not stated)
 : -2	-1.2	-2	0	nt	6	0.3	-11	-7	-2
- O=C(/C=C/c1cccs1)NC(=S)NNC(=O)c1ccccc1O
 : -1	-0.1	19	5	3	3	-3.6	2	-2	2
- Cc1nnsc1C(=O)NNc1ccc(C(C)(C)C)cc1
 : 2	-0.6	77*	1	nt	-10	-15	0	-3	4
- CC(Oc1ccc(F)cc1)C(=O)N(CCC1=CCCCC1)c1c(N)n(Cc2ccccc2)c(=O)[nH]c1=O (configuration not stated)
 : 5	0.2	-70	-7	-2	-2	13	-4	2	nt
- CC(OC(=O)c1ccncc1)C(=O)Nc1cccc(Cl)c1 (configuration not stated)
 : 4	0.8	11	2	-1	-9	-2.2	0	-9	1
- Cn1ncc2cc(NC(N)=S)ccc21
 : 4	-3.3	8	8	-2	-10	-1.8	-1	-9	-1
- CC(C)Oc1cccc(C(=O)C2CCCN(Cc3ccc(Oc4ncccn4)cc3)C2)c1 (configuration not stated)
 : 0	-1.2	8	-1	-7	-17	-1.9	2	-5	0
- CCN(C(=O)c1ccc(=O)[nH]c1)c1c(N)n(Cc2ccccc2)c(=O)[nH]c1=O
 : -3	-0.6	1	-5	nt	18	-0.2	-1	-3	4
- CCOc1ccc(-c2cnc(N)n2C)cc1
 : -2	-0.1	5	2	-3	2	-1.0	-1	2	-3
- O=C(O)c1cn(Cc2ccccc2Cl)c2ccc(S(=O)(=O)N3CCOCC3)cc2c1=O
 : -2	0.0	1	1	6	5	-0.2	2	-5	-1
- CCOc1ccc(CNCCc2ccc(S(N)(=O)=O)cc2)cc1
 : 0	0.3	14	-2	6	1	-2.6	-6	0	1
- CCN(c1ccccc1)S(=O)(=O)c1csc(C(N)=O)c1
 : -2	-1.6	10	0	-3	7	-2.2	0	-6	-1
- O=C(NCc1ccc(OC(F)(F)F)cc1)C1CC(c2cccc(F)c2)=NO1 (configuration not stated)
 : 0	-0.6	-25	1	1	0	4.5	-8	-3	0
- CCOC(=O)c1ccc(NC(=O)c2ccc(CO)c(C(=O)NC3CCN(C(=O)OCC)CC3)c2)cc1
 : 2	-1.7	-6	10	2	18	1.1	-6	0	-2
- CC(C)(C)c1nnc2sc(SCC(=O)NCc3ccco3)nn2c1=O
 : 0	1.4	18	-2	nt	-1	-3.4	-3	0	-1
- Cc1cc(C)c2c(c1)-c1c(ssc1=S)C(C)(C)N2C(=O)CSc1nncn1C
 : -4	0.9	19	-2	2	-9	-4.2	-3	0	-3
- COc1cccc(NC(=O)CCCNC(=O)Cn2cnc3sc(C)c(C)c3c2=O)c1
 : 2	-0.6	-1	-6	-2	-21	0.1	-5	-18	0
- O=C(NC1CC1)C1CCN(S(=O)(=O)c2cc([N+](=O)[O-])ccc2Cl)CC1
 : -4	-0.7	-7	-3	-4	10	1.7	-6	5	0
- Cc1ccc(C)c(-c2ccc(=O)n(Cc3cccc(Br)c3)n2)c1
 : 3	3.0	-7	1	5	-12	1.4	-3	-2	-4
- COc1ccc(CNS(=O)(=O)c2ccc(-n3cnnn3)c(OC)c2)cc1
 : 6	-0.6	-5	1	-3	-16	0.6	-4	-8	-3
- Cc1cccc(C)c1N1C(=O)CC(N(O)c2ccccc2)C1=O (configuration not stated)
 : -3	0.4	9	1	4	-5	-1.5	1	-1	-1
- CCOc1ccc(NC(=O)Nc2cc(C)ccc2OC)cc1
 : 7	-2.3	-6	-5	-3	-15	1.0	-4	1	-9
- CCN1CCCC1CNC(=O)CCNC(=O)c1cc(OC)c(OC)c(OC)c1 (configuration not stated)
 : 6	0.1	-1	-2	7	-15	0.1	5	-4	4
- NC(=O)C1CCN(C(=O)C2c3ccccc3C(=O)N3CCc4ccccc4C23)CC1 (configuration not stated)
 : 0	0.7	8	-4	1	-14	-1.4	3	1	5
- Cc1ccc(C(=O)c2cc3ccccc3o2)cc1[N+](=O)[O-]
 : 0	-0.7	4	-3	-2	13	-0.8	-3	0	2
- O=C(c1ccco1)N(CC1CCCO1)c1nc(-c2ccccc2)cs1 (configuration not stated)
 : 1	-2.7	-29	1	-3	12	5.5	0	-4	-3
- Cc1cnc(C(=O)OCc2ccc(Br)cc2F)cn1
 : 1	-0.1	11	-5	2	-3	-1.7	1	3	2
- COc1cc(C#Cc2c(-c3cncn3C)n(C)c3ccc(-c4cc(OC)c(OC)c(OC)c4)cc23)cc(OC)c1
 : 10	-1.0	-11	-4	-2	-38	1.8	-4	-3	1
- COc1ccc(NC(=O)Nc2ccc([N+](=O)[O-])cc2)cn1
 : 1	2.9	-7	-5	1	7	1.4	5	-5	-1
- O=C(COC(=O)c1ccc(C(F)(F)F)cc1)Nc1cccc(S(=O)(=O)NC2=NCCCCC2)c1
 : -2	-0.9	-6	-5	4	6	1.4	-2	-3	-2
- Cc1cc(Nc2nc3ccccc3[nH]c2=O)n(-c2ccccc2)n1
 : -5	0.8	-12	6	-1	-27	2.2	-4	-15	1
- CCn1nc(NS(=O)(=O)c2ccccc2)c2cc3cc(C)ccc3nc21
 : -6	0.9	4	-2	0	19	-0.7	-2	-4	-4
- COc1cccc(-c2nc(SCC(=O)Nc3nc(-c4ccccc4)c(C)s3)[nH]c(=O)c2C#N)c1
 : 1	1.1	15	-2	2	-4	-2.9	-3	-7	2
- S=C(NCCc1ccccc1)Nc1ccccc1Cl
 : 2	2.5	-2	-3	0	31	0.5	-5	-8	-2
- COc1ccc(/C=C(/NC(=O)c2ccccc2)c2nc3ccccc3[nH]2)cc1OC
 : 1	0.3	13	3	-2	9	-2.1	2	0	9
- Nc1ccc2nc(COc3ccccc3)[nH]c2c1
 : -4	0.9	-4	-1	0	-2	0.9	-2	-1	5
- O=C(CN1C(=O)c2cccnc2Oc2ccc(Cl)cc21)Nc1ccccc1F
 : 3	3.4	10	-8	2	-8	-2.1	1	-4	-4
- COc1ccc2c(c1)-c1nc(N)sc1CC2
 : 6	0.6	-37	6	1	-3	7.2	0	-1	0
- CC1CC(=O)Nc2ccccc2N1C(=O)Nc1ccccc1 (configuration not stated)
 : 2	0.8	4	-2	-1	8	-0.7	-6	0	4
- S=c1[nH]c2ccccc2n2c(=S)[nH]nc12
 : -3	-1.0	12	-3	4	13	-2.6	3	-2	-6
- Cc1ccccc1CNC(=O)C(=O)NCC1OCCCN1S(=O)(=O)c1ccc(F)cc1C (configuration not stated)
 : 4	0.1	19	3	0	-12	-3.5	-10	-1	-4
- COc1ccc(OCC(=O)NNC(=O)C(=O)Nc2ccc(C)cc2)cc1
 : 0	0.5	6	1	1	0	-1.2	2	9	-2
- COc1ccccc1N(C)S(=O)(=O)c1ccc(C(=O)OCC(=O)NCc2ccco2)cc1
 : -4	-0.4	3	-2	-2	12	-0.5	2	3	-1

Part of the list above, as comma-separated lines:
SMILES,HTR5A ag,C-LANA FP,OPRM1-OPRD1 inv,RTF Ca sens act,CAL-PDZ inh HTS,HTR5A inv ctr,MOR-DOR ag,Keap1-Nrf2 PPI,RTF Ca sens inh,V-ATPase pH
CC1CC(=O)Nc2ccccc2N1C(=O)Nc1ccccc1 (configuration not stated),2,0.8,4,-2,-1,8,-0.7,-6,0,4
S=c1[nH]c2ccccc2n2c(=S)[nH]nc12,-3,-1.0,12,-3,4,13,-2.6,3,-2,-6
Cc1ccccc1CNC(=O)C(=O)NCC1OCCCN1S(=O)(=O)c1ccc(F)cc1C (configuration not stated),4,0.1,19,3,0,-12,-3.5,-10,-1,-4

Next part:
Each structure is followed by: HTR5A ag	C-LANA FP	OPRM1-OPRD1 inv	RTF Ca sens act	CAL-PDZ inh HTS	HTR5A inv ctr	MOR-DOR ag	Keap1-Nrf2 PPI	RTF Ca sens inh	V-ATPase pH
- CC(C)c1ccc(COc2ccc(C(=O)N3CCOCC3)cc2)cc1
 : -2	-1.1	-6	-1	-2	0	0.8	2	2	1
- CCOC(=O)C1CCN(c2cc(=O)n(-c3ccccc3Cl)c(=O)[nH]2)CC1
 : 1	-2.4	12	1	-1	-3	-2.0	-5	3	1
- O=C(NCc1ccccc1)c1c[nH]c2ccc(S(=O)(=O)Nc3ccc4c(c3)OCCO4)cc2c1=O
 : -1	0.6	3	-1	-4	4	-0.5	-1	2	-1
- O=C(O)CCN1C(=O)/C(=C\c2cccc(OCc3ccccc3)c2)SC1=S
 : 5	-0.6	9	-6	-4	-14	-1.7	5	-1	0
- CCOC(=O)c1c(NC(N)=O)sc(C)c1C
 : 2	9.0	-6	1	nt	-7	1.3	-2	1	1
